Screening results: PubChem, several laboratories
TLR9-MyD88 block: inhibitors of human TLR9-MyD88 binding. 0.21% of 340,000 active. CHO BLA complementation TLR9-MyD88, CCF4 FRET ratio. inhibition, % at 4.98 µM;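 active = inhibition above the mean over all tested compounds plus 3 SD, cut at about 21% in these data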;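 note: 0% = DMSO only wells and 100% = clavulanate BLA inhibitor control wells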
ABHD5 PLIN5 PPI: blocks binding of human ABHD5 to perilipin-5; Q00G26+Q8WTS1; Split G. princeps luciferase complementation, luminescence, 4 h; inhibition, % at 4 µM; 0.78% of 360,000 active; AID 602281;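 active = inhibition above the mean inhibition across every tested compound plus 3 SD, cut at about 22% in these data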;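 note: 0% = DMSO only wells and the 100% control is not disclosed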
NR2F2 inh: NR2F2 (human) inhibition, primary screen; P24468; HEK293T NGFI-A luciferase reporter, luminescence; inhibition, % at 8.6 µM; 0.7% of 370,000 active;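 active = inhibition above a per-plate cutoff, mean inhibition of test wells between control levels plus 3 SD, cut at about 38% in these data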;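 note: cells cotransfected with COUP-TFII expression vector driving the NGFI-A reporter; 0% = median of COUP-TF2 test wells and 100% = reporter-only cells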
Target sequence (P24468 whole entry, looked up): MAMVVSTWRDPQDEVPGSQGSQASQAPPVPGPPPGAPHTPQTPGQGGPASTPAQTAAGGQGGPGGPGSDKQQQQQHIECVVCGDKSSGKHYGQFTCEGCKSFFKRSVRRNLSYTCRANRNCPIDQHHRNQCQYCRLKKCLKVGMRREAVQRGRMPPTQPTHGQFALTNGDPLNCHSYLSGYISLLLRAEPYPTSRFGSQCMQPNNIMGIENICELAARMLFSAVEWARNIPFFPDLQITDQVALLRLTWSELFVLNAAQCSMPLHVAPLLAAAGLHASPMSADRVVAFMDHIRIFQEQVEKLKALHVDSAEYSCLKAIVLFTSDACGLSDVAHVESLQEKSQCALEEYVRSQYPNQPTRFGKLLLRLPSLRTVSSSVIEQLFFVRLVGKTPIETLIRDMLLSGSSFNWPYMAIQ
SRC1 inh: inhibits human SRC1 coactivator; Q15788; HEK293 GAL4-SRC1 luciferase reporter, luminescence; inhibition, % at 3.6 µM; 0.12% of 360,000 active;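 active = inhibition above the campaign mean plus 3 SD, with each screening campaign given its own cutoff, cut at about 60% in these data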;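 note: 0% = DMSO treated cells and 100% = gossypol at 36 µM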
TROY signal inh: blocks TROY-dependent signaling in reporter cells; Q293 LMP1-TROYcd NF-kB luciferase reporter, 4 h; inhibition, % at 10 µM; 0.98% of 360,000 active; AID 1347056;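 active = compounds whose plate-normalised and pattern-corrected inhibition of the luciferase reporter signal at the single screening dose is 50% or more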
Exocytosis inh: lytic granule exocytosis inhibition | TALL-104 LAMP-1 surface exposure, flow cytometry; cells stimulated with thapsigargin and PMA | inhibition, % at 10 µM | 0.66% of 360,000 active | AID 651702;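 active = inhibition above about 55%, limit read from the data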
NCOA2 inhibitor: human SRC2 (NCOA2) inhibition; HEK293 GAL4-SRC2 luciferase reporter, luminescence; inhibition, % at 9 µM; AID 651957; 0.17% of 370,000 active; Q15596;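 active = inhibition above the mean inhibition of all tested compounds plus 3 SD, set per campaign, cut at about 52% in these data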;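 note: 0% = DMSO treated cells and 100% = cells given Gossypol at 36 µM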
TWEAK Fn14 block: blocks TWEAK-Fn14 interaction in a reporter cell assay; TWEAK-stimulated Fn14 reporter cells, luciferase luminescence, 8 h; inhibition, % at 10 µM; 2% of 360,000 active; AID 1159606; in the data active = inhibition above about 50%
NOD2-RIPK2 inh: blocks binding of human NOD2 to RIPK2. CHO BLA complementation NOD2-RIPK2, CCF4 ratio. inhibition, % at 4.98 µM. 0.38% of 360,000 active; in the data active = inhibition above about 21%;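 note: 0% = vehicle only and 100% = reference blocker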
Target sequence (O43353 whole entry, looked up): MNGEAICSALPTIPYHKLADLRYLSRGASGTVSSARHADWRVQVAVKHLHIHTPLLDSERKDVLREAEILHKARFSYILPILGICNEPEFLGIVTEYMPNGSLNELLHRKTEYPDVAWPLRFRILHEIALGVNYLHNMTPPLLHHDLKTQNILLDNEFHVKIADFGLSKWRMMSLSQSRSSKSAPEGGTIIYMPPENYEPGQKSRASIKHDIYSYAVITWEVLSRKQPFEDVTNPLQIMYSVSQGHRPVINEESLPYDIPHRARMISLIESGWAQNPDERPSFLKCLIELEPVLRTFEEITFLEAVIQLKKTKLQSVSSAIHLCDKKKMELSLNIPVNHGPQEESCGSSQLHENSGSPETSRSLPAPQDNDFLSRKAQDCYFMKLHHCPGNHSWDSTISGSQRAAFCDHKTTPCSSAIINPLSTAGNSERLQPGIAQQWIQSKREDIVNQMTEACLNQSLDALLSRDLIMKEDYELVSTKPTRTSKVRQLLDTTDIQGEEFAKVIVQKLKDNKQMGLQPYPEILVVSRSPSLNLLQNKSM
NR5A2 inv ag: NR5A2 inverse agonism in reporter assay. HEK293T StAR-luciferase reporter, LRH-1 transfected, 24 h. 0.13% of 360,000 active. O00482. AID 602396. inhibition, % at 3.6 µM;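 active = inhibition above the mean inhibition of all tested compounds plus 3 SD, cut at about 73% in these data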;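 note: 0% = DMSO wells and 100% = reporter-only cells lacking LRH-1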
NCOA3 inh: inhibits human SRC3 coactivator. Q9Y6Q9. HEK293 GAL4-SRC3 luciferase reporter, luminescence. inhibition, % at 3.6 µM. 0.17% of 360,000 active. AID 588352;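 active = inhibition above a per-campaign cutoff, the mean of all compounds plus 3 SD, cut at about 60% in these data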;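 note: 0% = DMSO-treated cells and 100% = gossypol-treated cells at 36 µM; higher means less SRC3-driven luciferase light from the GAL4 reporter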
Numbers without * were called inactive; · = not tested or not shown.

structure	TWEAK Fn14 block	ABHD5 PLIN5 PPI	TLR9-MyD88 block	NCOA3 inh	TROY signal inh	Exocytosis inh	NR2F2 inh	SRC1 inh	NCOA2 inhibitor	NOD2-RIPK2 inh	NR5A2 inv ag
Cc1cc(=O)[nH]c(SCc2nnnn2-c2ccc(Cl)cc2)n1	-6	-8	-1	10	-4	-4	4	0	8	0	-4
O=C(Cn1c(-c2cscn2)nc2ccccc21)Nc1ccccc1F	-19	0	4	18	1	-1	-1	9	4	-2	16
Cc1ccc(C2(C)NC(=O)N(CC(=O)NCc3ccccc3Cl)C2=O)cc1 (stereo not given)	-26	-7	0	-18	21	5	0	-8	-20	8	9
O=C(NCc1ccc(F)cc1)c1cc(C2CCCN(S(=O)(=O)c3ccccc3)C2)on1 (stereo not given)	3	0	·	-6	13	-3	8	10	15	-8	12
CC[C@H](C)[C@H](NC(N)=O)C(=O)Nc1ccc2c(c1)OCO2	-14	-5	-1	-6	-18	-2	-5	-18	-8	-1	6
COC(=O)c1ccn(Cc2ccccc2Cl)n1	-8	-5	1	-23	-59	-1	-35	-25	-30	3	-86
Cc1cccc(OCCOCCN2CCOCC2)c1C	-2	-1	-4	2	-4	-3	1	10	-6	-11	2
COc1ccc(NC(=O)C2C(=O)NC3(C)CC2c2ccccc2O3)cc1 (stereo not given)	27	5	-6	5	0	-1	-1	2	2	-6	-7
COC(=O)c1ccc(NC(=O)CSc2nc3ccccc3c(=O)[nH]2)cc1	6	1	1	2	11	-2	22	-14	9	-1	-7
CC1OC1c1ccc(-c2ccc(C3OC3C)cc2)cc1 (stereo not given)	-1	8	-2	-79	-58	1	-20	-71	-23	5	-35
Cc1ccc(NC(=O)CSCc2cc(=O)n3cc(C)sc3n2)cc1	-8	2	-11	-3	12	-11	-1	6	-19	-7	-28
CCn1c(=N)n(CC(=O)c2cccc([N+](=O)[O-])c2)c2ccccc21	-43	0	-9	-64	-39	1	-28	-130	-37	-16	-67
O=C(N=Nc1c(O)[nH]c2ccc(F)cc12)C1COc2ccccc2O1 (stereo not given)	5	4	-3	0	16	-4	9	-21	-6	-7	7
COc1cc(NC(=O)COC(=O)CNC(=O)c2ccc(C)s2)cc(OC)c1	-9	7	·	14	7	-3	8	0	16	-9	-7
Cc1nn2c(NCC(C)C)c3c(nc2c1-c1ccccc1)CCC3	-2	-2	0	9	1	-2	·	-11	·	-13	10
O=C(NCC1(N2CCOCC2)CCCCC1)c1cccc(S(=O)(=O)Nc2ccc(F)cc2)c1	10	-1	-5	4	6	4	-9	9	0	12	5
O=C(O)CSCc1ccc(Cl)cc1	4	9	7	7	2	0	0	-7	-12	-7	10
CCOC(=O)c1cn(-c2ccc([N+](=O)[O-])cc2)c2cc(Cl)c([N+](=O)[O-])cc2c1=O	14	-4	-3	17	-14	3	-22	-10	-15	0	7
COCCCNc1ccn2nc(-c3cccc(Cl)c3)cc2n1	34	4	·	-97	3	2	-44	-74	-53	-2	-119
COc1ccc(CCNc2nc(-c3ccncc3)cs2)cc1OC	-11	3	1	-14	-1	0	-1	-11	-25	0	-15
CCOC(=O)N1CCN(c2nc(-c3ccc(Cl)cc3)cs2)CC1	-8	-5	-3	-5	-14	4	18	-38	-11	2	12
COc1ccccc1-n1cnc2cc(NC(C)=O)ccc21	-14	3	1	7	-9	-2	0	-3	18	1	5
CN(Cc1ccccc1Cl)C(=O)C1CCC(=O)N(C2CCCCCC2)C1 (stereo not given)	10	5	2	-11	-9	0	-20	-9	-1	-5	-9
O=C(NCc1ccco1)c1cc2sccc2n1Cc1ccccc1	18	9	4	-4	-29	12	18	0	-16	4	-22
CCOC(=O)C1(C)Oc2cccnc2NC1=O (stereo not given)	-4	-4	-6	25	-6	-6	-1	-8	-5	-10	2
Cc1ccc(NC(=O)CCN2CCC(C(N)=O)CC2)cc1	11	-3	0	-4	-3	8	-3	-22	-16	3	-2
COc1ccc(OCC(=O)Nc2ccc3oc(=O)ccc3c2)cc1	-7	4	-3	1	-8	5	-7	-6	-52	-22	12
CCc1ccccc1NC(=O)Cn1nnc(C(=O)NCc2cccc(OC)c2)c1N	-2	2	7	32	18	-16	10	16	-23	-8	23
O=C(Nc1ccc2oc(-c3ccncc3)nc2c1)c1ccc2c(c1)OCO2	9	-1	-1	-2	-13	-1	6	0	-9	-8	-23
Cc1ccccc1-n1c(O)c(C=NC2CCS(=O)(=O)C2)c2ccccc2c1=O (stereo not given)	21	0	5	15	3	2	-5	13	4	-1	2

Continued; it opens with the 2 that closed the last part.
structure	TWEAK Fn14 block	ABHD5 PLIN5 PPI	TLR9-MyD88 block	NCOA3 inh	TROY signal inh	Exocytosis inh	NR2F2 inh	SRC1 inh	NCOA2 inhibitor	NOD2-RIPK2 inh	NR5A2 inv ag
O=C(Nc1ccc2oc(-c3ccncc3)nc2c1)c1ccc2c(c1)OCO2	9	-1	-1	-2	-13	-1	6	0	-9	-8	-23
Cc1ccccc1-n1c(O)c(C=NC2CCS(=O)(=O)C2)c2ccccc2c1=O (stereo not given)	21	0	5	15	3	2	-5	13	4	-1	2
N#Cc1c(NC(=O)C(=O)NCCCN2CCOCC2)sc2c1CCC2	-7	1	-18	13	-21	0	3	-4	6	-14	5
NC(c1ccccc1)c1csc(Nc2ccc(S(N)(=O)=O)cc2)n1 (stereo not given)	5	-2	·	-22	-5	25	7	-8	-25	2	-19
COc1ccc2cc(C=NS(=O)(=O)c3ccc(C)cc3)n(C)c2c1	1	8	0	-5	16	0	-11	0	13	-4	-7
CC(C)c1ccc(C(=O)COC(=O)C(O)c2ccccc2)cc1 (stereo not given)	-20	-1	8	-19	-52	0	5	-13	-13	2	15
COc1ccc(S(=O)(=O)N2CCCCCC2)cc1NC(=O)CCc1cc(OC)c(OC)c(OC)c1	-7	-10	-4	-8	-10	1	1	-9	-7	-6	13
C[C@@H]1CCCCCCCCCCC1=O	13	-4	2	-18	2	4	-5	-23	-7	0	0
CC(NC(=O)CSc1n[nH]c(=O)[nH]c1=O)C1CC2CCC1C2 (stereo not given)	5	-2	-4	2	8	6	2	5	-4	5	-11
CCOc1cc(/C=C2/NC(=S)NC2=O)ccc1OCc1ccc([N+](=O)[O-])cc1	-16	-6	-13	0	-6	0	7	-6	8	-12	9
Cc1ccc(NC(=O)c2c(F)cccc2Cl)cc1S(=O)(=O)N1CCOCC1	9	-4	-7	3	13	-2	-1	-9	-16	2	16
CCN(Cc1nc2cc(OC)c(OC)cc2c(=O)[nH]1)C(=O)c1ccc(S(=O)(=O)N(C)C)cc1	7	-6	-2	-11	2	-2	-2	-5	-12	3	10
S=C(Nc1cc(Cl)cc(Cl)c1)N1CCCC1	10	5	-10	5	8	-20	-5	8	-5	-6	21
Cc1cccc(-n2c(SCC(=O)N3CC(=O)Nc4ccccc43)nc3ccccc3c2=O)c1	0	-9	-9	-20	6	-2	-7	-8	11	9	18
Cc1cc(C)cc(N(C(C)C(=O)NCc2ccc3c(c2)OCO3)S(C)(=O)=O)c1 (stereo not given)	0	5	8	-2	8	0	3	-19	19	-13	-8
COc1ccc(/C=C/C(=O)NC(=S)N2CCN(c3ccccn3)CC2)cc1	-7	1	·	-14	-14	-6	-6	-4	-17	-7	-26
CC(=O)NCCc1c[nH]c2ccc(OCC(O)CNC(C)(C)C)cc12 (stereo not given)	14	-4	1	-1	-7	1	-22	5	0	2	2
CCCC(C)NC(=S)NC(=O)c1cc(S(=O)(=O)N2CCOCC2)ccc1C (stereo not given)	-15	1	0	12	13	1	11	11	4	2	2
COc1cccc(CNC(=O)CCNS(=O)(=O)c2ccc3c(c2)oc(=O)n3C)c1	5	4	9	-9	-8	-16	-5	-13	-18	-1	18
COc1cccc(NC(=O)NCc2ccccc2F)c1	-13	4	11	-11	-32	-4	-12	-25	-18	-4	-26
O=c1c2c(nc3nc(CCc4ccccc4)[nH]n13)CCC2	7	2	-9	6	-7	4	11	7	7	0	-9
CCOc1ccccc1N1CCN(c2nc3ccccc3nc2C(C#N)C(=O)OC(C)C)CC1 (stereo not given)	-13	8	2	16	-23	-1	11	0	-11	2	-11
CCOC(=O)[C@H]1[C@H]2COc3ccc(Br)cc3[C@@H]2N2C(=O)CN(Cc3ccccc3)C(=O)[C@@]12C	2	-16	-10	-3	-11	3	0	5	18	0	12
CCN(C(=O)Cc1c(C(=O)O)n(C)c2ccccc12)c1cc(OC)ccc1OC	2	1	-1	18	-3	2	8	-13	10	9	0
O=c1[nH]c(CN2CCCCC2)nc2c1C1(CCCCC1)Cc1ccccc1-2	7	-1	4	-8	11	-1	-10	-2	-6	4	-2
O=C(O)Cc1sc(N/N=C\c2ccccc2)nc1-c1ccccc1	10	-5	0	-31	-66	28	-10	-53	-17	-5	-66
CCCCCN(C(=O)CCC(=O)OC(C)C(=O)Nc1ccccc1C)c1c(N)n(CCCC)c(=O)[nH]c1=O (stereo not given)	10	1	4	27	-13	0	-1	6	2	-41	-3
CC1(C)CC(=O)C(C=NCCN2CCNCC2)=C(O)C1	9	3	-9	0	8	1	25	7	-10	10	17
COc1cc2c(cc1OC)C(c1ccc(-c3cc(Cl)ccc3Cl)o1)=NCC2	36	6	-8	-8	7	6	·	8	·	-9	8
CCCOc1ccc(CN(CCO)CCO)cc1C(=O)OC	-15	4	-8	-11	-11	0	-6	-4	-4	-9	23
CCC/C=N/NC(=O)CNC(=O)c1ccccc1Cl	7	-2	-3	12	2	-3	-9	-6	1	-1	6
CC(C)(C)c1ccc(OCc2ccc(C(=O)NN)o2)cc1	-22	-3	1	-69	-27	4	-23	-106	-56	3	-154
O=C(/C=C/[C@H]1O[C@@H](n2ccc(=O)[nH]c2=O)[C@H](O)[C@@H]1O)NCc1ccccn1	9	3	·	6	4	-2	5	0	12	-3	-4
COc1ccccc1C(=O)NCCC(=O)NCCOc1ccc(C)cc1	2	3	-1	3	-5	-6	-15	7	3	3	-1
CC(C)CN(CC(C)C)C(=O)C12CCC(C)(C(=O)O1)C2(C)C (stereo not given)	-5	-6	2	16	8	5	-1	13	29	6	10
C=CCNc1nnc(-c2ccncc2)s1	-9	3	4	-19	-12	1	8	-13	-14	-8	-23
CC1(C(=O)Nc2cccc3ncccc23)CCN1C(=O)Cc1ccc(-c2ccccc2)cc1 (stereo not given)	32	0	·	-10	24	-1	20	-12	20	3	4
CC(C)CN(C1CCS(=O)(=O)C1)S(=O)(=O)c1ccc(C(C)C)cc1 (stereo not given)	3	-4	-3	2	-5	-6	6	-9	2	4	-1
CC1=C(C(=O)OCC2CCCCC2)C(c2ccccc2F)NC(=O)N1 (stereo not given)	6	-2	·	-1	36	-6	-20	3	16	-15	6
COC(=O)N(C)C[C@@H]1OCc2cnnn2CCCC(=O)N([C@@H](C)CO)C[C@@H]1C	19	-4	-7	-3	-14	-4	-5	-11	0	-6	12
CCOc1ccc(-n2c(=O)cc(N3CCN(c4ccc(F)cc4)CC3)[nH]c2=O)cc1	6	15	-3	-4	0	8	2	5	2	0	22

An excerpt (hit frequency here may not be typical).
